Pin1 inh – blocks the human prolyl isomerase Pin1; Pin1 FP peptide displacement, HiFluor488, 10 min; AID 504891; Potency, µM (doses to about 115 µM), for the others: at the top dose activity, negative = inhibition, usual class: inhibitors; 390,000 compounds, 0.009% hits; active = well fitted inhibition curve with a large enough effect in the polarisation, with a control signal flat, not every such curve was filed as active; inconclusive = small, poorly fitted or top-dose-only effect, or effect the other way, or a change in a side signal; inactive = no such curve, though single readings can be large or run the other way; the % refers to the polarisation; note: potency is the fitted concentration of half-maximal effect; % is set by controls: 0 for no effect and ±100 for the full control effect
USP1 inh – inhibitors of human USP1/UAF1 deubiquitinase; O94782; recombinant USP1/UAF1, Ub-Rhodamine cleavage fluorescence; Potency, µM (top dose mostly 57.1 µM), for the others: at the top dose activity change, negative = inhibition, hits mostly inhibitors; 390,000 compounds, 0.23% hits; AID 743255; note: potency is the fitted concentration of half-maximal effect; % is set by controls: 0 for no effect and ±100 for the full control effect; nearly all actives have a fitted effect of over 60% in size; inactives centre near -12
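In this screen, compounds sit with the deubiquitinase complex (1nM) for 15 min at room temperature before Ub-Rho is added at 150nM final. Fluorescence rise is then followed for 6 reads every 60 seconds.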
TrxR1 substrate – substrates of rat thioredoxin reductase 1 | AID 588456 | Potency, µM (doses to about 114 µM), for the others: at the highest dose activity change, negative = substrate turnover | purified TrxR1 substrate turnover, NADPH consumption readout | 390,000 compounds, 0.01% hits; note: potency is the fitted concentration of half-maximal effect; % is set by controls: 0 for no effect and ±100 for the full control effect; nearly all actives have a fitted effect of over 50% in size
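Rat TrxR1, dispensed at 90 nM, was prereduced with 400 uM NADPH (final) for 5 min at ~22 deg C, then incubated with compound 15 min before 400 uM selenite. A first-read NADPH fluorescence drop versus no-compound background flagged substrates.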
TrxR1 inh – rat TrxR1 inhibition; recombinant rTrxR1, NADPH fluorescence consumption, selenite substrate; O89049; Potency, µM (titrated, usually from 114 µM), inactives show at the top dose activity change, negative = inhibition, most hits filed as inhibitors; 390,000 compounds, 1% hits; note: potency is the fitted concentration of half-maximal effect; % is set by controls: 0 for no effect and ±100 for the full control effect; nearly all actives have a fitted effect of over 65% in size
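Rat TrxR1 (90 nM in the dispensed reagent) was pre-reduced with 400 uM NADPH for 5 min at room temperature, then incubated with compound for 15 min. After 400 uM selenite was added, NADPH fluorescence (Ex 340/Em 450 nm) was followed for 8 min.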
IDH1 R132H inh – inhibitors of human mutant IDH1 R132H | O75874 | IDH1-R132H enzyme, NADPH consumption, diaphorase/resazurin fluorescence | Potency, µM (doses to about 76.6 µM), for inactives: at the top dose activity change, negative = inhibition, most hits filed as inhibitors | 390,000 compounds, 0.093% hits; note: potency is the fitted concentration of half-maximal effect; % is set by controls: 0 for no effect and ±100 for the full control effect; nearly all actives have a fitted effect of over 65% in size
Target sequence (O75874 whole entry R132H, stated change not applied): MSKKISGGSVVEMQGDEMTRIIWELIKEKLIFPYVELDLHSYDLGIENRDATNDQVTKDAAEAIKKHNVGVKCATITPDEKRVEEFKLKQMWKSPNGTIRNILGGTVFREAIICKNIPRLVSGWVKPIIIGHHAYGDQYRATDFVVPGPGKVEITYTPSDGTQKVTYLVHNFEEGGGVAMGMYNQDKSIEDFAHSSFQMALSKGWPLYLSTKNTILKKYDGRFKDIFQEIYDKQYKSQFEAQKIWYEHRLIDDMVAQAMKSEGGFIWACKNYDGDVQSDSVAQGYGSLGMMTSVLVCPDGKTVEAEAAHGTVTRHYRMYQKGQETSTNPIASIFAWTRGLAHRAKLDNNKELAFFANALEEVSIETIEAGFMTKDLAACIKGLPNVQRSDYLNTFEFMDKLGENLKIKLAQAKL
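IDH1-R132H (0.5 ug/mL) preincubated 30 min with compound, then NADPH (0.016 mM) and alpha-KG (2 mM) added; 80 min at RT, pH 7.5. Remaining NADPH coupled via diaphorase/resazurin to fluorescence (540/590 nm); concentration-response curves normalized to no-enzyme control.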
PGK inhibitor – inhibitors of T. brucei phosphoglycerate kinase; PGK/GAPDH coupled, Kinase-Glo luminescence, 60 min; Potency, µM (titrated, usually from 57.5 µM), without a hit: top-dose activity change, negative = inhibition, most hits filed as inhibitors; 380,000 compounds, 0.043% hits; note: potency is the fitted concentration of half-maximal effect; % is set by controls: 0 for no effect and ±100 for the full control effect; nearly all actives have a fitted effect of over 60% in size
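Recombinant glycosomal PGK reaction used 1,3-bisphosphoglycerate generated in-well by GAPDH (100nM final) in 100mM TEA pH 7.6, 5mM MgCl2, 0.01% Tween-20. After 60 minutes at room temperature, ATP was read by Kinase-Glo Plus luminescence end-point.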
HP1b chromo inh – HP1-beta chromodomain-methylated histone interaction inhibition. P83916. AlphaScreen HP1-beta / biotin-H3K9me3 peptide binding. Potency, µM (top dose mostly 114 µM), for the others: top-dose activity change, negative = inhibition, most hits filed as inhibitors. 390,000 compounds, 0.56% hits; note: potency is the fitted concentration of half-maximal effect; nearly all actives have a fitted effect of over 70% in size; inactives centre near 23
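HP1-beta protein (50 nM final) preincubated 30 min at room temperature with biotinylated H3(1-18)K9me3 peptide (50 nM) in PBS pH 7.4, 0.01% Tween-20, then compound added for 30 min. AlphaScreen streptavidin donor/nickel chelate acceptor beads (10 ug/mL final), 30 min dark, luminescence read.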
GLS inhibitor – blocks human kidney-isoform glutaminase activity | O94925 | GLS enzymatic activity, qHTS titration | Potency, µM (titrated, usually from 45.5 µM), without a hit: at the highest dose activity change, negative = inhibition, most hits filed as inhibitors | 410,000 compounds, 0.21% hits | AID 624170; note: potency is the fitted concentration of half-maximal effect; % is set by controls: 0 for no effect and ±100 for the full control effect
Target sequence (O94925 whole entry, looked up, canonical isoform): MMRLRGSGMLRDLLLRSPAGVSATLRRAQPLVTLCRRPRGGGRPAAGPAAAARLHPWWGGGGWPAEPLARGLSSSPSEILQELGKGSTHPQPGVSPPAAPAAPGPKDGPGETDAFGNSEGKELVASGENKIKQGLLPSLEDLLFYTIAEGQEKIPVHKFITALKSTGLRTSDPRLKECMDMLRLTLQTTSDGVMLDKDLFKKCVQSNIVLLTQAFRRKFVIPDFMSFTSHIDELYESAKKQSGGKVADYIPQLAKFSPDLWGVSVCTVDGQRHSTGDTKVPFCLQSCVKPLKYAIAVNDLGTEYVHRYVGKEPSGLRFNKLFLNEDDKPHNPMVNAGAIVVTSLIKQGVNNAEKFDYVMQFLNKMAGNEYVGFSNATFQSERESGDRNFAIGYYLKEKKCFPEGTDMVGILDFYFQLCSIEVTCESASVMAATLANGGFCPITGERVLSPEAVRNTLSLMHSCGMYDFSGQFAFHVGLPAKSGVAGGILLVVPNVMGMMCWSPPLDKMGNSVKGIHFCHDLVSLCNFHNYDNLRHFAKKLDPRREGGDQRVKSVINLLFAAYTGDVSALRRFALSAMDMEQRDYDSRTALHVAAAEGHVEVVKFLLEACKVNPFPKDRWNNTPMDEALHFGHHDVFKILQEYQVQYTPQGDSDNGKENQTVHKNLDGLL
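hKGA in 45 mM KH2PO4 pH 8.2, 0.02% Tween-20 with pin-transferred compounds; 1 mM L-glutamine (stock) plus glutamate oxidase/HRP/Amplex Red coupling added. Fluorescence read initially and after 30 min at RT.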
PI4K2A inh – blocks human PI4K2A kinase activity | purified PI4K2A, ADP-Glo luminescence, 1 h; stronger effect = lower value | activity change, negative = inhibition, % at 76.9 µM | 420,000 compounds, 0.13% hits; in the data active = activity change below about -50%; inconclusive = mostly about -30% to -49%;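 note: -100% = wells without enzyme as full effect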
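PI4K2A activity was measured by ADP-Glo luminescence: enzyme (4 ug/mL stock) and phosphatidylinositol (1.2 mM stock) in Tris pH 7.5/MgCl2/EGTA/Triton X-100 buffer were reacted with ATP (300 microM stock) for one hour at ambient temperature.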
Numbers without * were called inactive; i = inactive; ? = inconclusive; nt = not tested or not shown; [ ] = another dose, or the depositor's remark. Unless noted, calls come from the whole dose curve; as a rule, active = well fitted curve in the direction sought with a large enough effect; inconclusive = small, poorly fitted or top-dose-only effect, or another doubt; inactive = no such curve, though single readings can be large; an effect the other way counts as inactive or inconclusive. Not all compounds are listed, so the mix of outcomes need not match the whole.

SMILES	Pin1 inh	USP1 inh	TrxR1 substrate	TrxR1 inh	IDH1 R132H inh	PGK inhibitor	HP1b chromo inh	GLS inhibitor	PI4K2A inh
NC(=O)c1ccc(NCC2COc3ccccc3O2)c([N+](=O)[O-])c1 (centres undefined)	-0.1%	-16.4%	0.7%	5.7%	4.4%	-3.9%	-7.8%	-2.5%	3.5
COc1ccccc1COCC(O)CN(Cc1ccco1)Cc1ccccc1O (centres undefined)	-6.4%	-19.2%	-2.5%	12.0%	3.5%	i	4.7%	7.6%	2.3
C=CCn1c(SCC(=O)Nc2cc(C)ccc2C)nnc1-c1cnccn1	0.7%	-19.6%	1.3%	5.6%	6.4%	-1.3%	9.5%	-13.7%	-1.3
CCC(CC)C(=O)Nc1cccc(C(=O)N2CCCCCC2)c1	-2.2%	-3.7%	1.3%[57.1 µM]	2.2%	-0.2%	6.9%	26.4%	-2.4%	-1.3
Cc1cc(C(=O)CSc2nnnn2-c2ccccc2)c(C)n1CC1CCCO1 (centres undefined)	4.2%	-7.3%	-10.1%	-25.4%	-5.9%	i	44.1%[activator]	8.0%	0.1
CCCCCCn1c(=O)n2n(c1=O)C[C@]1(OC(=O)Nc3c(C)noc3C)CN(S(=O)(=O)c3ccc(C)cc3)C[C@]1(O)C2	nt	-18.8%	nt	nt	0.3%	i	nt	4.4%	0.3
CN1CCN(c2ccccc2NC(=O)c2cccc([N+](=O)[O-])c2)CC1	1.6%	-4.8%	-0.3%	24.8%	-5.3%	-9.5%	4.0%	4.5%	1.1
CC(=O)O/N=C/c1c(Cl)n(C)c2ccccc12	1.1%	-8.7%	-14.0%	13.2%[57.1 µM]	0.3%	8.2%	18.7%	0.2%	-4.9
CCN(C(=O)CSc1nnc(-c2ccc(F)cc2)n1C)C1CCS(=O)(=O)C1 (centres undefined)	-11.1%	-7.7%	1.8%	11.9%	0.0%	-2.7%	12.5%	-6.1%	-2.5
CCC1CCc2c(sc(NC(=O)C3c4ccccc4Oc4ccccc43)c2C(N)=O)C1 (centres undefined)	35.8%[activator]	-13.3%	7.5%	7.3%	5.2%	2.4%	11.2%	9.8%	-2.8
Cc1ccc(-n2ncc3c2CC(C)(C)CC3NC(=O)c2ccccn2)cc1 (centres undefined)	2.2%	?	-1.7%	17.4%	-5.0%	i	29.3%	7.0%	-9.9
CCn1nnc(-c2ccccc2NC(=O)c2cccc(-n3cnnn3)c2)n1	5.3%	-19.5%	59.3%[activator]	59.6%[activator]	-1.0%	1.6%[11.5 µM]	17.1%	1.6%	0.5
Cc1noc(Cn2c(=O)c3ccccc3n(CC(=O)Nc3ccc(Cl)cc3)c2=O)n1	-9.9%	-15.7%	-3.1%	10.1%	-5.7%	-5.6%	48.3%[activator]	0.2%	1.7
CCN(c1ccccc1)S(=O)(=O)c1cc(C(=O)Nc2ccc(F)c(F)c2)ccc1F	-0.2%	-11.8%	-9.8%	6.4%	-7.4%	-6.2%	29.8%	-1.0%	1.3
CCn1cc([N+](=O)[O-])c(C(=O)N2CCCc3ccccc32)n1	-3.4%	-2.9%	-5.3%	6.4%	-6.6%	3.3%	20.6%	2.1%	-0.5
O=C(OCc1ccc(Cl)c(Cl)c1)c1cccnc1Cl	-8.9%	1.8%	2.5%	7.6%	10.3%	-12.2%	137.5%[activator]	-0.1%	0.0
CC(C)C[C@H]1CN=C(Nc2ccccc2)N1CCC1CCCC1	-1.1%	-27.3%	0.4%	14.1%	8.3%	0.1%	54.0%[activator]	-0.2%	-2.0
Cc1ccc(C)c(S(=O)(=O)N/N=C/c2ccc(N(C)C)cc2)c1	0.2%	-16.7%	-9.8%	11.2%[57.1 µM]	0.7%	2.5%	?	-5.9%	-10.0
CC1CCCCN1C(=O)C1CCCCN1S(=O)(=O)c1cccc([N+](=O)[O-])c1 (centres undefined)	-21.4%	-13.1%	-9.6%[57.1 µM]	24.3%[57.1 µM]	6.3%	-1.0%	3.3%	-15.3%	-4.1
CS(=O)(=O)N(CC(=O)N/N=C/c1cc([N+](=O)[O-])ccc1Cl)c1ccccc1	0.2%	-0.4%	2.7%[57.1 µM]	0.5%[57.1 µM]	10.2%	-1.5%	1.1%	0.9%	-8.0
CNC(=S)N(C)c1ccccc1	?	-14.6%	-5.8%	-9.7%	4.0%	-9.9%	3.3%	1.5%	6.2
N#CCC(=O)Nc1ccc(C(=O)OCC(=O)NNC(=O)c2cccs2)cc1	36.7%[activator]	-11.1%	-6.9%	-15.1%	-1.0%	9.6%	17.2%	-0.5%	-1.3
COCCC1CCCCN1C(=O)c1ccc(OC2CCN(C(C)=O)CC2)c(OC)c1 (centres undefined)	4.4%	?	6.3%	6.1%	-10.1%	-4.9%	15.4%	-12.4%	7.4
O=C(O)CCn1c(=O)[nH]c2ccccc2c1=O	-6.1%	?	2.2%	11.0%	1.1%	2.6%	26.7%	-5.1%	-0.6
COc1ccccc1C1=CC(=O)C[C@H](c2ccc(Cl)cc2)C1	1.7%	-18.8%	8.6%	9.6%	14.4%	-9.8%	182.8%[activator]	12.4%	-1.8
Other structures:
SMILES	Pin1 inh	USP1 inh	TrxR1 substrate	TrxR1 inh	IDH1 R132H inh	PGK inhibitor	HP1b chromo inh	GLS inhibitor	PI4K2A inh
COc1ccc(OCCC(=O)OCc2c(C)noc2C)cc1	0.7%	2.4%	-0.9%[57.1 µM]	-4.2%	0.5%	0.3%	15.1%	-1.1%	-4.3
COc1ccc(-c2noc(C3CCCN(C(=O)c4ccccc4C)C3)n2)cc1 (centres undefined)	2.2%	-23.9%	-11.5%	?	2.7%	-6.6%	45.9%[activator]	-5.4%	-1.7
CC(=O)c1ccc(NC(=O)COC(=O)CCC2CCCC2)cc1	?	?	5.0%[57.1 µM]	13.6%[57.1 µM]	-3.9%	1.9%	24.8%[57 µM]	-1.5%	-5.3
Cc1cc(=O)oc2c3c(cc(OCC(=O)NCc4ccco4)c12)OC(C)(C)CC3	3.8%	10.9%	296.7%[activator]	?	-7.5%	3.2%	-0.2%	-0.2%	11.3
CC(C)(C)[C@H]1C=C(C(=O)N2CCN(Cc3ccc4c(c3)OCO4)CC2)O[C@@H](OCc2ccc(CO)cc2)C1	0.3%	14.4%	2.0%[57.1 µM]	17.8%[57.1 µM]	-13.5%	-5.6%	-9.3%	1.4%	-3.6
N#CCCN(C(=O)CSc1ccc2c(c1)OCCO2)c1ccccc1	-2.9%	-13.9%	-7.3%	39.0%[activator]	0.9%	-9.4%	47.2%[activator]	1.7%	-3.9
Cc1ccc(NC(=O)c2ccc3c(c2)N(CC(=O)NC(C)C)C(=O)C(C)(C)O3)cc1	-7.9%	-17.8%	1.2%	10.9%	4.4%	-0.6%	23.1%	0.3%	-1.2
CCNC(=S)NNC(=O)c1cc(C)on1	-15.9%	-7.9%	-0.6%	-24.6%	0.0%	i	37.5%	16.0%	2.1
CC1CCN(S(=O)(=O)c2ccc3c(c2)c(=O)c(C(=O)NC2CCCC2)cn3C)CC1	-1.3%	-5.9%	4.9%	8.2%	6.0%	1.9%	11.0%	3.5%	-1.3
CC(=O)NC1C(OC(=O)/C=C/c2ccccc2)OC(COC(C)=O)C(OC(C)=O)C1OC(C)=O (centres undefined)	-2.6%	-22.0%	-0.5%	16.5%	0.0%	-7.7%	54.7%[activator]	-14.1%	5.4
CCC(=O)c1ccc(OCC(=O)Nc2ccccc2N2CCCCC2)cc1	-3.1%	-13.5%	0.5%	20.0%	7.1%	-8.1%	28.9%	1.0%	0.7
NC(=O)c1ccc2c(=O)n3c(-c4cccs4)csc3nc2c1	-0.8%	?	4.8%	7.6%	8.5%	-6.1%	46.0%[activator]	-11.4%	4.9
CC(C)(C)n1nnnc1C(c1ccc(Cl)cc1)N1CCCc2ccccc21 (centres undefined)	-14.2%	-22.7%	-7.6%	11.9%[57.1 µM]	3.2%	-12.3%	9.3%	0.5%	-1.7
CCOc1ccc(Cl)cc1S(=O)(=O)N1CCC(C(=O)NCc2ccccn2)CC1	-5.0%	-3.6%	7.0%[57.1 µM]	25.7%[57.1 µM]	20.3%	-2.1%	3.9%	-3.9%	-5.8
Cc1ccc(C(=O)CN(C(=O)c2ccc(Cl)cc2)N2C(=O)c3ccccc3C2=O)cc1	-7.0%	-2.0%	11.2%	55.8%[activator]	9.6%	i	-4.7%	-12.3%	-8.3
Nc1ncnc2c1ncn2[C@@H]1O[C@H](CNC(=O)[C@H](N)Cc2cscn2)[C@@H](O)[C@H]1O	3.7%	-15.8%	-2.1%	1.0%	-1.1%	-1.0%	17.7%	1.8%	-10.9
COC(=O)/C=C/CSC1=N/C(=C/c2ccc(-n3cncn3)cc2)C(=O)N1	-8.9%	-9.3%	-12.8%	-29.1%	3.1%	i	40.5%[activator]	1.4%	5.2
Cn1cc(-c2cc3n(n2)CCC(=O)N3CCCC(=O)NCc2ccccc2Cl)c2ccccc21	0.8%	-10.7%	-6.3%[57.1 µM]	1.3%[57.1 µM]	-2.7%	-4.2%	25.0%[57 µM]	-8.2%	-5.9
